Compound activity (PubChem)
LYPLA1 inh: LYPLA1 (human) inhibition in PME1 counter-screen; O75608; recombinant LYPLA1, FP-Rh probe fluorescence polarization; inhibition, % at 5.9 µM; 0.16% of 320,000 active;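 active = inhibition above the mean of all tested compounds plus 3 SD, set per campaign, cut at about 14% in these data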;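 also: inhibitors block serine hydrolase probe labeling of LYPLA1 so polarization falls; 0% = enzyme with DMSO and 100% = wells lacking LYPLA1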
Fam108B counter: counter-screen for RBBP9 inhibitors: inhibitors of mouse Fam108B; 0.33% of 300,000 active; inhibition, % at 9.51 µM; AID 1947; recombinant Fam108B, FP-Rh probe fluorescence polarization;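 active = inhibition above the screen mean inhibition plus 3 SD, computed separately per campaign, cut at about 18% in these data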;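 also: inhibitors lower polarization as less probe binds the enzyme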
PAFAH2 inh: inhibitors of human PAFAH2; recombinant PAFAH2, FP-rhodamine activity probe, fluorescence polarization; inhibition, % at 3.39 µM; 0.99% of 340,000 active; AID 492956;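 active = inhibition above the mean over all tested compounds plus 3 SD, cut at about 30% in these data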;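 also: inhibitors block probe labeling of enzyme so polarization drops; 0% = enzyme with DMSO and 100% = wells lacking PAFAH2 protein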
PME-1 primary: PME-1 (human) inhibition; AID 2130; 0.53% of 320,000 active; recombinant PME-1, FP-Rh probe fluorescence polarization; inhibition, % at 5.9 µM;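 active = inhibition above the campaign mean of all compounds plus 3 SD, cut at about 26% in these data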;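 also: competitive labeling of PME-1 active site by serine hydrolase directed probe; 0% = PME-1 with DMSO and 100% = wells lacking PME-1 enzyme; inhibitors block probe labeling so polarization falls and inhibition rises; many of its hits are not listed in these tables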
Target sequence (Q9Y570 whole entry, looked up): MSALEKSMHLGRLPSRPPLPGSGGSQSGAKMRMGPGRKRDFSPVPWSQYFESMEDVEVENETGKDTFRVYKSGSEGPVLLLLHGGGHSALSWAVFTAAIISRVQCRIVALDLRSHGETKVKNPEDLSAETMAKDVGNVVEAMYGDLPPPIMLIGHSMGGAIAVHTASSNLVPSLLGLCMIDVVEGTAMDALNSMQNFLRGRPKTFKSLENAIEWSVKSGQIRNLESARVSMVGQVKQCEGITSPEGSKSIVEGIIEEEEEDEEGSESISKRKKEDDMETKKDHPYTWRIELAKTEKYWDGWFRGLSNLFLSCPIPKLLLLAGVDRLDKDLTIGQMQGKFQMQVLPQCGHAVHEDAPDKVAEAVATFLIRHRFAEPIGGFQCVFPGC
PAFAH1B2 inh: PAFAH1B2 (human) inhibition | recombinant PAFAH1B2, FP-rhodamine activity probe, fluorescence polarization | inhibition, % at 3.39 µM | 1.2% of 340,000 active | AID 492953;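 active = inhibition above the mean of all tested compounds plus 3 SD, cut at about 24% in these data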;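 also: 0% = enzyme with DMSO and 100% = wells lacking PAFAH1B2; many of its hits are not listed in these tables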
pPAFAH inh: inhibitors of human plasma PAF acetylhydrolase (pPAFAH); Q13093; recombinant pPAFAH, FP-rhodamine probe fluorescence polarization; inhibition, % at 3.39 µM; 1.5% of 330,000 active; AID 463082;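 active = inhibition above the mean inhibition across the screen plus 3 SD, cut at about 25% in these data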;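 also: inhibitors block binding of the rhodamine activity-based probe so polarization drops; 0% = enzyme with DMSO and 100% = wells lacking pPAFAH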
PAFAH1B3 FP inh: blocks human PAF acetylhydrolase 1B catalytic subunit 3; Q15102; recombinant PAFAH1B3, FP-rhodamine probe, fluorescence polarization; inhibition, % at 3.39 µM; 0.28% of 340,000 active; AID 492972;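 active = inhibition above the screen-wide average of all tested compounds plus 3 SD, cut at about 25% in these data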;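 also: 0% = enzyme with DMSO only and 100% = wells lacking PAFAH1B3 protein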
PAD4 FP inh: inhibitors of human PAD4. Q9UM07. recombinant PAD4, RCA probe fluorescence polarization. inhibition, % at 6.36 µM. 0.41% of 330,000 active. AID 485272;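 active = percent inhibition above a cutoff equal to the mean of all tested compounds plus 3 SD, cut at about 15% in these data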;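 also: 0% = PAD4 with RCA probe and DMSO and 100% = probe without PAD4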
Target sequence (Q9UM07 whole entry, looked up): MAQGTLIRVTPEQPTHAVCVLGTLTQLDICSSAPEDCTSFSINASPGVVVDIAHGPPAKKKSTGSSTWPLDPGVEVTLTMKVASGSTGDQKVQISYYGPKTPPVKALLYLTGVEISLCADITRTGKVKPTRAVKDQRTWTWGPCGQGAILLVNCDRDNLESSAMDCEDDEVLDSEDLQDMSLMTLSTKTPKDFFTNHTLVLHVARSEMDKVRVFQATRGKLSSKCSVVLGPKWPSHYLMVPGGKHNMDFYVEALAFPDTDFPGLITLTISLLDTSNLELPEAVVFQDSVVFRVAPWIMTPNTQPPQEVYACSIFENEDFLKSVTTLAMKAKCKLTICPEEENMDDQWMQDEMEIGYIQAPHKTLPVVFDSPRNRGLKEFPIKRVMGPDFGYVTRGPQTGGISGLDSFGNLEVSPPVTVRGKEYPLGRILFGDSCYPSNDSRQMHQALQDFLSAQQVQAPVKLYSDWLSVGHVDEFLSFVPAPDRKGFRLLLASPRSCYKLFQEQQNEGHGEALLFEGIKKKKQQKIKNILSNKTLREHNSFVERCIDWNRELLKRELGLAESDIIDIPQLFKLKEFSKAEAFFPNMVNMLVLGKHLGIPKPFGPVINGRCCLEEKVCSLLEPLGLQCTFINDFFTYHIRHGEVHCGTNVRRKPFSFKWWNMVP
GSTO1 inh: counter-screen for RBBP9 inhibitors: inhibitors of human GSTO1. AID 1974. P78417. inhibition, % at 5.96 µM. 1.1% of 300,000 active. recombinant GSTO1, activity-based probe fluorescence polarization;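 active = inhibition above the campaign mean inhibition plus 3 SD, cut at about 35% in these data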;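 also: 0% = GSTO1-1 with DMSO and 100% = wells lacking GSTO1-1 enzyme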
* marks the source's active call; other numbers are inactive results; / = not tested or not shown. Some of the compounds tested; count on the stated rates, not on these rows.

SMILES | LYPLA1 inh | Fam108B counter | PAFAH2 inh | PME-1 primary | PAFAH1B2 inh | pPAFAH inh | PAFAH1B3 FP inh | PAD4 FP inh | GSTO1 inh
COC(=O)c1[nH]c2cc(OC)ccc2c1NC(=O)CN1CCC(C(N)=O)(N2CCCCC2)CC1 | 6 | 0 | 0 | 9 | 0 | 3 | 5 | -1 | -2
CC(C)NC(=O)CSc1nc(Cc2ccccc2)nc2ccccc12 | 1 | -2 | 4 | 0 | -2 | -1 | -1 | 4 | -10
C=CCN(c1ccccc1)S(=O)(=O)c1cccc(C(=O)N2CC(C)CC(C)C2)c1 (centres undefined) | 1 | -4 | -1 | 2 | 8 | 3 | -1 | -1 | 6
Cc1ccc(CCc2nnc(SCC(=O)Nc3ccccc3Cl)n2-c2ccccc2)o1 | -2 | 1 | -3 | 6 | 1 | 3 | 5 | 1 | 2
O=C1OCc2ccc(NC(=O)C3CCCCC3)cc21 | 2 | 2 | 1 | -3 | 0 | 7 | -5 | -5 | 3
O=C(Oc1cc(=O)n2ccccc2n1)c1ccccc1 | -3 | 2 | 2 | 0 | 5 | 0 | 2 | -4 | -2
COc1ccc(S(=O)(=O)NC(C)C(=O)NCc2ccccn2)cc1OC (centres undefined) | -2 | 2 | -2 | 2 | 6 | 1 | 5 | -3 | 5
CCOC(=O)Cc1n[nH]c(=O)c2ccccc12 | -1 | -1 | 4 | -2 | 3 | 1 | 6 | -3 | 9
CCOC(=O)C1=C(CSc2nnnn2C)N(C)C(=O)NC1c1ccccc1 (centres undefined) | 3 | 0 | 5 | -3 | -2 | 1 | 9 | -2 | 4
O=C(Nn1c(Cc2cccs2)nc2ccccc2c1=O)c1cccs1 | 4 | -3 | 6 | 7 | 2 | 0 | 3 | -4 | 0
CN1C(=S)SC(C)(C)C1(C)NO (centres undefined) | -2 | 1 | 8 | -3 | 5 | -2 | 4 | 2 | 5
O=C(CNc1ccccc1OC(F)F)N1CCc2ccccc21 | 1 | -2 | 4 | 4 | 2 | 2 | 7 | 3 | 2
CC(C)(C)S(=O)(=O)/C(C#N)=N/Nc1ccc(Cl)cc1 | -2 | 1 | 2 | 0 | 6 | 35* | 10 | -5 | 5
Cc1oc(-c2cccs2)nc1CN1CC[C@@](O)(c2ccccc2)[C@H]2CCCC[C@@H]21 | 0 | -5 | 2 | -3 | 1 | 0 | 6 | -3 | 8
CCOC(=O)C1C(=O)NC(c2ccccc2)=NC1c1ccc(C(C)C)cc1 (centres undefined) | -4 | 1 | -4 | -2 | 4 | 4 | 3 | 0 | 4
CC(OC(=O)CCCCCN=C1NS(=O)(=O)c2ccccc21)C(=O)Nc1cc(Cl)cc(Cl)c1 (centres undefined) | -33 | -19 | -17 | -35 | -11 | -3 | -18 | -3 | -22
CCCCn1c(N)c(N(CC(C)C)C(=O)CSc2ccccc2C)c(=O)[nH]c1=O | 4 | 0 | 4 | 2 | 0 | 4 | -2 | 1 | 4
CC(C)CN(CCNC(=O)CC1Oc2ccccc2NC1=O)CC(C)C (centres undefined) | 3 | 0 | 5 | -2 | 5 | 7 | 10 | 1 | 7
O=C(COC(=O)CNC(=O)C1CCCCC1)Nc1ccccc1OC(F)F | / | / | -1 | / | 5 | 2 | 10 | -3 | /
O=C(NCCN1CCOCC1)c1ccc(/C=C2\Sc3ccccc3N(Cc3ccc(F)cc3)C2=O)cc1 | -8 | -6 | -1 | -2 | 10 | 24 | 7 | -2 | -166
COc1ccc(OCCc2nnc(N)s2)cc1 | 1 | -4 | -2 | -3 | 2 | 2 | -2 | 2 | 7
CCc1c(C)sc(NC(=O)OC)c1C(=O)N1CCCCC1 | 5 | 5 | 6 | 8 | 6 | 5 | 4 | 6 | 10
Cc1ccc(NC2c3ncccc3C(=O)N2C2CCCCC2)cc1C (centres undefined) | 0 | 4 | -11 | 7 | -6 | 4 | 3 | 4 | 2
CCOC(=O)CN1C(=O)C(Sc2n[nH]c(-c3ccc(C)cc3)n2)CCc2ccccc21 (centres undefined) | -3 | -2 | 2 | 21 | -3 | -2 | -4 | 2 | -7
Cc1cccc(N2CCN(C(=O)c3ccc4[nH]c(C)c(C)c4c3)CC2)c1C | / | / | 6 | / | 1 | 17 | -2 | 3 | /

Next part; the last seven above are carried over.
SMILES | LYPLA1 inh | Fam108B counter | PAFAH2 inh | PME-1 primary | PAFAH1B2 inh | pPAFAH inh | PAFAH1B3 FP inh | PAD4 FP inh | GSTO1 inh
O=C(COC(=O)CNC(=O)C1CCCCC1)Nc1ccccc1OC(F)F | / | / | -1 | / | 5 | 2 | 10 | -3 | /
O=C(NCCN1CCOCC1)c1ccc(/C=C2\Sc3ccccc3N(Cc3ccc(F)cc3)C2=O)cc1 | -8 | -6 | -1 | -2 | 10 | 24 | 7 | -2 | -166
COc1ccc(OCCc2nnc(N)s2)cc1 | 1 | -4 | -2 | -3 | 2 | 2 | -2 | 2 | 7
CCc1c(C)sc(NC(=O)OC)c1C(=O)N1CCCCC1 | 5 | 5 | 6 | 8 | 6 | 5 | 4 | 6 | 10
Cc1ccc(NC2c3ncccc3C(=O)N2C2CCCCC2)cc1C (centres undefined) | 0 | 4 | -11 | 7 | -6 | 4 | 3 | 4 | 2
CCOC(=O)CN1C(=O)C(Sc2n[nH]c(-c3ccc(C)cc3)n2)CCc2ccccc21 (centres undefined) | -3 | -2 | 2 | 21 | -3 | -2 | -4 | 2 | -7
Cc1cccc(N2CCN(C(=O)c3ccc4[nH]c(C)c(C)c4c3)CC2)c1C | / | / | 6 | / | 1 | 17 | -2 | 3 | /
CC(=O)NC(=S)Nc1ccccc1C(=O)NC1CCCCC1 | 2 | -2 | -5 | -3 | 2 | 7 | 7 | -4 | -1
O=C(NC1CCCc2ccccc21)C1CCN(C(=O)c2sccc2-n2cccc2)CC1 (centres undefined) | 2 | 0 | 6 | 7 | 5 | 2 | -4 | 1 | 1
CCc1nc(C)cn1S(=O)(=O)c1cc(C)c(OC)cc1C | 1 | 1 | 0 | 2 | 0 | 1 | 1 | 4 | 2
COC(=O)c1c(NC(=S)NN2CCN(C)CC2)sc2c1CCC(C)C2 (centres undefined) | 0 | 2 | 4 | 8 | 3 | 3 | 6 | -3 | 10
NNC(=O)c1csc(Cc2c(Cl)sc3ccc(Cl)cc23)n1 | -6 | -2 | -12 | -7 | 7 | -1 | 11 | 1 | -13
Cc1nnc(C)c2c(C)n(C(c3ccccc3)c3ccccc3)c(C)c12 | -4 | -10 | -16 | -7 | -5 | 2 | -15 | -25 | -11
Cc1ccc(NC(=O)C2(N3CCC3=O)CCCCC2)cc1 | -2 | -1 | 4 | 6 | 1 | 6 | 10 | 1 | 4
CC(=O)OC(COc1ccccc1)Cn1cnc2ccccc21 (centres undefined) | 2 | 0 | -2 | -22 | -3 | -1 | -1 | -1 | 0
Cc1cc(C)cc(NC(=S)NCCSc2ccc(Cl)cc2)c1 | -16 | -18 | -18 | -24 | 12 | -1 | -3 | 0 | -1
O=C(Cc1ccc(Cl)cc1)NC1CCCCCC1 | 0 | 4 | 0 | -2 | 6 | 6 | 1 | -2 | 5
COc1ccc(-c2nnc(CSc3nc4ccccc4c(=O)n3CC(C)C)o2)cc1OC | -6 | -11 | -6 | -13 | -1 | 0 | 7 | 4 | -3
O=C(c1ccc(Br)cc1)c1cc([N+](=O)[O-])ccc1N1CCOCC1 | 1 | -2 | 0 | 14 | 5 | 2 | 2 | 2 | -16
O=C(O)CCn1c(-c2ccccc2)cc2c1CCCC2=O | -2 | 3 | 3 | 5 | 5 | -3 | -4 | 2 | 4
CCC(=O)Nc1nonc1-c1nc2ccccc2n1Cc1cccc2ccccc12 | -4 | -8 | -9 | -11 | -6 | 4 | -1 | 2 | 3
O=C(c1cc(-c2ccco2)nc2ccccc12)N(Cc1nnc(-c2ccc(Cl)cc2)o1)C1CC1 | -3 | -3 | 2 | -7 | 8 | 6 | 2 | -7 | -3
CCOC(=O)c1c(C)nc2sc3c(=O)n(-c4ccc(C(C)=O)cc4)nnc3c2c1-c1ccc(OC)cc1 | 2 | -4 | -7 | 8 | -2 | 4 | -4 | 1 | 7
CCOC(=O)CSc1nnc(C)n1N | -3 | 1 | -1 | 0 | 7 | -6 | -8 | 4 | 4
Cc1cc(C)c(C)c(C(=O)C2OC(=O)C(C)(C)C(=O)C2(C)C)c1C (centres undefined) | -6 | 2 | -6 | -1 | -2 | 3 | -8 | -4 | -2
CC(C)C(NC(=O)c1ccco1)C(=O)OCC(=O)Nc1ccc(C(N)=O)cc1 (centres undefined) | 3 | -3 | 8 | 3 | 1 | 6 | 5 | -3 | -3
COc1ccc(NS(=O)(=O)c2cccc(C(=O)NCc3cccnc3)c2)cc1 | -2 | -2 | 6 | 3 | 3 | 27* | 3 | 2 | 12
Cc1ccc(N=CNc2ccc(C)cc2C)c(C)c1 | 0 | -1 | / | -5 | / | 0 | / | 0 | -6
COc1cc(CC(=O)NCc2ccccn2)cc(OC)c1OC | 0 | 2 | -2 | -6 | -3 | 5 | -2 | -13 | 7
O=C(CNC1CCCCCC1)Nc1ccc(N2CCCC2)cc1 | -1 | 2 | / | -6 | / | 5 | / | 2 | 6
CNC(=O)c1ccc(Nc2nc(-c3ccccc3)nc3ccccc23)cc1 | -23 | -8 | -18 | -21 | 2 | -7 | -11 | -2 | -22
O=C(NC(=S)NNC(=O)c1ccco1)c1ccc(F)cc1 | 0 | 0 | 6 | 5 | 2 | 2 | 5 | 2 | 7

Random excerpt: 2 compounds from above.
SMILES | LYPLA1 inh | Fam108B counter | PAFAH2 inh | PME-1 primary | PAFAH1B2 inh | pPAFAH inh | PAFAH1B3 FP inh | PAD4 FP inh | GSTO1 inh
COc1ccc(NS(=O)(=O)c2cccc(C(=O)NCc3cccnc3)c2)cc1 | -2 | -2 | 6 | 3 | 3 | 27* | 3 | 2 | 12
O=C(NC(=S)NNC(=O)c1ccco1)c1ccc(F)cc1 | 0 | 0 | 6 | 5 | 2 | 2 | 5 | 2 | 7

The results go on.
SMILES | LYPLA1 inh | Fam108B counter | PAFAH2 inh | PME-1 primary | PAFAH1B2 inh | pPAFAH inh | PAFAH1B3 FP inh | PAD4 FP inh | GSTO1 inh
CC(C)(C)C(=O)CSc1ncccn1 | -2 | 0 | -1 | -3 | 5 | -3 | -5 | 2 | 7
O=C(CN1CCN(Cc2ccc(F)cc2)CC1)NCc1ccccc1 | 2 | 0 | 2 | -1 | 1 | 2 | 1 | -1 | -8
CCOC(=O)C1=C(N)OC2=C(C(=O)CCC2)C1c1ccccc1OC (centres undefined) | 1 | 2 | -6 | -5 | -1 | 2 | 1 | -5 | -4
COc1ccc(CC(=O)N2CCC(n3nccc3NC(=O)C3CC3)CC2)cc1 | 2 | -1 | -8 | -4 | 4 | 4 | -1 | -1 | -1
COC(=O)C(CC(=O)c1ccccc1)CC(=O)c1ccccc1 | -4 | 1 | 8 | 6 | 11 | -2 | -5 | 2 | 10
CCOC(=O)Cn1c(=O)oc2cc(S(=O)(=O)Nc3cc(OCC)ccc3OCC)ccc21 | 4 | 1 | 5 | 11 | -1 | 8 | 0 | 4 | 11
C/C(=N\NC(=O)c1cc2c(s1)CCC(C)C2)c1ccncc1 (centres undefined) | -5 | -2 | -3 | -4 | -2 | -3 | 4 | -1 | -1
